# Assay outcomes from PubChem.
# KKLEB tox: cytotoxicity in KKLEB CF airway cells, primary screen, cytotoxicity control for CF NF-kB inhibitor project, cell-based, uHTS, fluorescence assay plates. KKLEB CF airway cells viability, ATPlite luminescence, overnight; stronger effect = lower value; cells stimulated with P. aeruginosa culture filtrate. 360,000 tested, 0.36% active. activity change (cytotoxicity), % at 5 µM;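 active = corrected activity change at or below -50% at 5 µM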
# NR2E3 ag-1: NR2E3 agonists in two-hybrid cells, primary screen, cell-based, luminescence, CHO-S, Gal4-NCOR/VP16-NR2E3. Photoreceptor-specific nuclear receptor (Homo sapiens), Q9Y5X4. luciferase. inhibition of corepressor binding, % at 3.98 µM. 360,000 tested, 0.35% active. AID 602229, 2012;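 active = inhibition above the mean of all tested compounds plus 3 SD, cut at about 70% in these data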;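 note: 0% = DMSO with NR2E3 transfected cells and 100% = cells lacking NR2E3 construct; higher means lower luciferase signal from less NR2E3 corepressor binding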
# Target sequence (Q9Y5X4 whole entry, looked up, the tested form may be a part): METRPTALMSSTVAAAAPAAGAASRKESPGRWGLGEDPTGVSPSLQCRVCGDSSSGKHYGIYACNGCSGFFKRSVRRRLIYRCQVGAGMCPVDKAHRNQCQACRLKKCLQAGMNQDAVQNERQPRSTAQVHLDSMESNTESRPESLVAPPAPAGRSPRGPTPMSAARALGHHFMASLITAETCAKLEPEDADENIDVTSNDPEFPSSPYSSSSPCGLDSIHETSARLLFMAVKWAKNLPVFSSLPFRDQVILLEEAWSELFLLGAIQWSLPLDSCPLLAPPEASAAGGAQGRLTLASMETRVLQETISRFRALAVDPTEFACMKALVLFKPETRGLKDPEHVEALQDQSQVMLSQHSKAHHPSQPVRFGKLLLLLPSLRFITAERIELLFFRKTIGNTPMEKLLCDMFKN
# TRPM1 prom inh: inhibitors of MITF-dependent TRPM1 promoter reporter, primary screen, cell-based, SK-MEL-5, single point, luciferase | SK-MEL-5 TRPM1 promoter luciferase, 24 h | 330,000 tested, 0.83% active | inhibition, % at 12.5 µM;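 active = mean inhibition across replicates of 60% or more, whatever share of single replicates reaches that level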; note: values of inactives mirror those of a sister screen read the other way
# HIF-2a block: HIF-2a reporter inhibitors, primary screen, luminescence, 786-0 RCC cells. 786-0 RCC cells HIF-2a reporter, luciferase luminescence, overnight. 360,000 tested, 0.72% active. inhibition, % at 18.8 µM;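 active = inhibition of the luminescence signal of 40% or more relative to plate controls, in a single-dose primary screen at 18.75 µM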
# EBV LMP1 NFkB: EBV LMP1-driven NF-kappaB luciferase reporter inhibitors, primary screen, cell-based, luminescence, single point. LMP1-induced NF-kappaB luciferase reporter cells. inhibition, % at 12.5 µM. 350,000 tested, 0.69% active; in the data active = inhibition above about 41%;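 note: 0% = neutral control wells and 100% = reference inhibitor control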
# Peg3 promoter: Peg3 promoter-driven luciferase inhibitors, primary screen, cell-based, HeLa, luciferase luminescence. inhibition, % at 20 µM. HeLa PEG-Prom luciferase reporter, overnight. 360,000 tested, 1.7% active;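 active = inhibition of at least 50% at 20 µM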
# NR2E3 ag-2: inhibitors of NR2E3-RetCOR corepressor binding, primary screen, NR2E3 agonist project, biochemical, TR-FRET, GST-NR2E3, biotin-RetCOR. AID 2300, 2010. 1536-well. 320,000 tested, 0.12% active. inhibition of corepressor binding, % at 4.78 µM;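 active = percent inhibition above the cutoff of mean plus 3 SD of all tested compounds, set per screening campaign, cut at about 20% in these data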;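 note: 0% = DMSO wells and 100% = biotin wells as full block of FRET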
#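 Material – GST-tagged NR2E3 plus biotinylated RetCOR corepressor · Quantity – NR2E3 fusion 1.35 nM · Times – 5 h incubation at 4 °C · Medium – pH 7.5 Tris-based buffer · Technique – TR-FRET, Eu(K)-anti-GST donor, streptavidin-D2 acceptor, ex 340, em 617/671 nm · Benchmarks – high control biotin, low control 0.6% DMSO · Format – 1536-well plates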
# TRAIL sens C8: viability loss with TRAIL in NB7+C8 cells, primary screen, TRAIL sensitizer project, cell-based, ATPlite luminescence; inhibition (viability loss, TRAIL sensitization), % at 10 µM; 360,000 tested, 1% active; AID 624354, 2012;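 active = compounds causing at least 50% loss of cell viability in the single-dose screen, relative to plate controls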
# Shn3 3UTR inh: reduction of Shn3 3'UTR firefly luciferase signal, primary screen, Schnurri-3 inhibitor project, cell-based, Clone20 osteoblasts, set 2; Clone20 osteoblast Shn3 3'UTR firefly luciferase, 24 h; inhibition, % at 12.5 µM; 360,000 tested, 0.52% active;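 active = mean inhibition of at least 75% with every replicate also reaching 75%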;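 note: 0% = median of neutral control wells and 100% = pilot-screen positive control compound; some compounds past the cut are filed as inactive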
# iPSC survival up: enhancers of single-cell hiPSC survival, primary screen, ATPlite luminescence; AID 602274, 2012; 100% = ROCK inhibitor wells, 0% = DMSO; 360,000 tested, 0.044% active; survival enhancement, % at 20 µM; in the data active = survival enhancement above about 18%;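 note: cells exposed to compounds for 16 hours before the ATP read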
# CF NFkB block: inhibitors of PAF-induced NF-kB signaling, primary screen, cell-based, GFP fluorescence, uHTS; KKLEB NF-kB-GFP reporter, GFP fluorescence overnight; inhibition, % at 5 µM; 360,000 tested, 0.86% active; AID 588850, 2011;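 active = at least 50% inhibition at 5 µM, scaled per plate between neutral and stimulator controls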;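 note: PAF is a Pseudomonas aeruginosa culture filtrate used as stimulus; plate controls were PAF-stimulated DMSO wells for no effect and unstimulated DMSO wells for full effect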
# Numbers without * were called inactive; x = not tested or not shown. This is a subset. The share of hits here may be higher or lower than overall.
SMILES,KKLEB tox,NR2E3 ag-1,TRPM1 prom inh,HIF-2a block,EBV LMP1 NFkB,Peg3 promoter,NR2E3 ag-2,TRAIL sens C8,Shn3 3UTR inh,iPSC survival up,CF NFkB block
O=C(Nc1cc(Cl)ccc1N1CCOCC1)c1ccc2c(c1)OCO2,-20,-32,x,1,3,-5,x,0,-1,2.1,19
CSCC(=O)NC1CCCc2c1cnn2-c1ccc(C)c(C)c1 (configuration not stated),1,-6,-12,-76,-2,-51,2,-11,-5,-0.1,14
CC(=O)Nc1cnc(NC(=O)c2cccc(F)c2)cc1C,9,-111,-30,-210,-12,-169,-1,-6,-63,0.1,-8
COc1cccc(CCNC(=O)c2ccc(OC)c(OC3CCN(C(C)C)CC3)c2)c1,10,-6,-9,3,-2,2,2,11,9,-0.7,-6
O=C(COC(=O)c1cccc(F)c1)Nc1cccc(S(=O)(=O)N2CCCCC2)c1,10,10,x,14,6,-5,x,-1,1,3.4,16
O=c1cc(-c2ccccc2)oc2cc(O)cc(O)c12,11,-36,-102,-274,-21,-414,0,17,-117,-0.2,16
O=C(O)Cn1nnc2ccccc21,1,-31,-8,14,-4,12,1,-1,-1,-0.1,0
COc1cc(NC(=O)C2CCN(S(=O)(=O)c3cccnc3)CC2)cc(OC)c1OC,0,-6,2,14,0,4,2,2,-8,0.2,-3
CCc1ccc(NC(=O)C(=O)NCC2CCCN2S(=O)(=O)c2ccccc2)cc1 (configuration not stated),21,19,7,-1,4,7,2,-6,26,0.6,-7
CCc1nnc(NC(=O)c2cc(Cl)ccn2)s1,13,-83,-41,-160,22,-178,5,15,-35,0.0,2
COc1ccc(CNC(=O)C[C@H]2C[C@H](C(=O)N(C(C)C)C(C)C)[C@@]3(C)c4[nH]c5cc(CCC(=O)N(C)C)ccc5c4CCN3C2=O)cc1OC,0,-21,-6,8,4,6,x,-13,14,-2.6,6
COc1ccc(NC(=O)CN(C)C(=O)C2CSC3(C)CCC(=O)N23)cc1 (configuration not stated),-8,-2,-8,-1,-3,-2,-2,6,8,0.4,-2
COc1ccc(Cl)cc1NC(=O)c1cc(-c2cc(C)ccc2O)n[nH]1,10,-27,-9,-65,-13,-52,-2,17,x,1.2,1
CC(C)CNC(=S)N1CCC(c2nc(-c3ccc(F)cc3)no2)CC1,-1,67,13,14,11,14,0,2,59,0.3,14
O=S(=O)(c1ccc(Cl)cc1)N1CCC(n2cccc2)CC1,-11,6,0,18,-2,10,0,-22,0,1.7,-11
Cc1ccc(N(C(=O)c2snc(C(N)=O)c2N)C(C(=O)NCC2CCCO2)c2ccc3ncccc3c2)cc1 (configuration not stated),-25,-9,5,11,-17,14,x,-5,8,-0.7,9
Cc1ccc(N(CC(O)CN2CCOCC2)S(=O)(=O)c2ccc([N+](=O)[O-])cc2)cc1 (configuration not stated),-4,12,3,-1,-10,15,0,10,1,-0.7,-2
COc1ccc(/C=N/N=C/c2c[nH]c(=O)c(C#N)c2Nc2ccccc2)cc1,14,-16,-32,23,-5,8,-2,19,-46,-0.9,-9
CCOC(=O)C1(CCCc2ccccc2)CCN(C(=O)c2cncs2)CC1,-3,19,-2,-3,-6,18,3,-4,15,-0.2,-9
Cc1ccc(-c2ccc(=O)n(CCC(=O)NCc3ccccn3)n2)cc1,7,-14,-1,7,-3,-6,-2,-7,3,0.1,-2
NC(c1csc(Nc2ccc(C(=O)c3ccccc3)cc2)n1)c1ccccc1Cl (configuration not stated),-8,9,x,6,x,7,x,16,34,-1.9,18
Cc1ccc([C@H]2N[C@]3(CCCN(Cc4ccc(C(F)(F)F)cc4)C3=O)[C@H]3C(=O)N(Cc4ccccc4)C(=O)[C@@H]23)cc1,-4,-24,x,2,-1,9,x,9,18,-1.7,-8
CN(c1ccccc1)S(=O)(=O)c1ccc(Cl)c(C(=O)OCC(N)=O)c1,0,8,3,8,-11,5,3,-2,11,0.2,14
CC(C)(C)CC(C)(C)NCC(=O)Nc1c2c(nc3ccccc13)CCC2,5,7,-2,9,12,16,-1,1,9,-0.7,-4
CCOC(=O)c1c(S(=O)(=O)NCCc2ccccc2)c(C)n(C)c1C,-3,-16,-14,-6,13,-7,-2,-14,-9,0.0,-6

# Single entries from the entries so far:
# EBV LMP1 NFkB, COc1ccc(Cl)cc1NC(=O)c1cc(-c2cc(C)ccc2O)n[nH]1 stands at -13
# CF NFkB block, CSCC(=O)NC1CCCc2c1cnn2-c1ccc(C)c(C)c1 (configuration not stated) stands at 14
# Shn3 3UTR inh, COc1ccc(CNC(=O)C[C@H]2C[C@H](C(=O)N(C(C)C)C(C)C)[C@@]3(C)c4[nH]c5cc(CCC(=O)N(C)C)ccc5c4CCN3C2=O)cc1OC stands at 14
# TRAIL sens C8, O=C(COC(=O)c1cccc(F)c1)Nc1cccc(S(=O)(=O)N2CCCCC2)c1 stands at -1

# 2 consecutive entries out of the list so far, quoted:
SMILES,KKLEB tox,NR2E3 ag-1,TRPM1 prom inh,HIF-2a block,EBV LMP1 NFkB,Peg3 promoter,NR2E3 ag-2,TRAIL sens C8,Shn3 3UTR inh,iPSC survival up,CF NFkB block
CC(C)(C)CC(C)(C)NCC(=O)Nc1c2c(nc3ccccc13)CCC2,5,7,-2,9,12,16,-1,1,9,-0.7,-4
CCOC(=O)c1c(S(=O)(=O)NCCc2ccccc2)c(C)n(C)c1C,-3,-16,-14,-6,13,-7,-2,-14,-9,0.0,-6

# More entries.
SMILES,KKLEB tox,NR2E3 ag-1,TRPM1 prom inh,HIF-2a block,EBV LMP1 NFkB,Peg3 promoter,NR2E3 ag-2,TRAIL sens C8,Shn3 3UTR inh,iPSC survival up,CF NFkB block
O=C(CNC(=O)c1ccc(Cl)cc1Cl)OC1CCCCC1=O (configuration not stated),-1,-2,4,2,1,6,x,5,2,0.8,-13
O=C(CCCc1ccccc1)Nc1cccc2c1CCCC2,1,1,-1,-16,10,-2,2,2,6,-3.4,9
CC(=O)Nc1cccc(NC(=O)CSc2ncc(C(=O)Nc3ccccc3)c(=O)n2C)c1,3,-18,67*,1,-12,105*,0,14,10,1.0,26
Cc1ccc2nc(CSc3nc(C)ccc3C#N)[nH]c2c1,-10,-148,-5,8,-128,-183,5,46,-32,-2.9,-21
CC1(C)Cc2cccc(C(=O)NCc3ccco3)c2O1,-8,-13,x,6,x,17,4,10,-8,-0.3,9
CCN(CC)c1ccc(NC(=O)c2c(OC)cccc2OC)c(C)c1,-5,-30,8,9,-34,-10,-5,-19,5,0.1,9
CCn1cc(S(=O)(=O)c2ccc(C)cc2)c(=O)c2cc(OC)ccc21,10,-18,-6,11,2,7,3,-8,-20,-0.1,19
COc1cccc(C2CC(c3c(F)cccc3Cl)n3nc(N)nc3N2)c1 (configuration not stated),2,-30,9,26,-2,6,2,-10,-2,-1.5,5
Nc1ccc(S(=O)(=O)NCC2CCCCO2)cc1 (configuration not stated),2,21,13,-9,6,-7,x,-4,-9,4.3,16
CC(Oc1ccc(Cl)cc1)c1ccn[nH]1 (configuration not stated),14,0,-10,-8,-8,13,5,0,-5,-0.9,-15
COc1ccc2c(c1)OC[C@H]1[C@@H]2N2C(=O)CNC(=O)[C@@]2(C)[C@H]1c1ccccc1,14,-21,-3,15,0,-5,1,-12,-5,2.8,1
O=Cc1ccc(C(=O)OCC(=O)N2CCCC2)cc1,-4,4,-2,-14,-6,-2,2,7,-8,0.1,9
Cc1cc([N+](=O)[O-])ccc1NC(=O)CSc1nccc(=O)[nH]1,-17,-24,4,13,2,5,3,-5,-4,0.1,12
Cc1cc(SCc2cccc(Cl)c2)nc(=O)[nH]1,4,-12,-13,-31,-3,-40,1,5,-9,-0.5,-9
O=C(c1ccccc1NS(=O)(=O)c1ccc2c(c1)OCCO2)N1CCOCC1,-5,-6,-4,-7,0,4,1,-14,11,2.5,-5
O=C(Nc1cccc(F)c1)c1ccc(Br)o1,0,-54,-57,-183,-3,-161,3,-6,-39,-2.3,-27
COc1ccc(OC)c2c1CCC1(C2)NC(=O)NC1=O (configuration not stated),-2,-2,x,3,x,5,x,-7,6,1.0,7
Cc1ccc(C(=O)OC(C)C(=O)N(C)C2CCCCC2)cc1S(=O)(=O)N1CCCCC1 (configuration not stated),-32,3,15,9,13,22,6,-1,30,-0.3,-44
CCCCCCCCS(=O)c1sc2nc3c(cc2c1N)CCCC3 (configuration not stated),0,15,2,8,-3,19,0,-14,22,3.6,2
CC(C)(C)C1CCC(=NNC(=O)c2ccc(Br)o2)CC1 (configuration not stated),-1,-54,2,-6,5,-12,4,-18,-10,-0.7,-8
COc1ccc(CC(=O)NCCc2ccc3c(c2)OCO3)cc1OC,13,-11,x,6,4,6,x,-2,4,-1.0,-11
CCn1c(CC(=O)Nc2ccccc2F)nnc1SCC(=O)Nc1nncs1,3,-3,-3,11,-4,9,1,1,7,-0.2,1
COc1cccc(C(=O)CSc2nnc(CNc3nc(-c4ccccc4)cs3)n2C)c1,-3,-18,3,19,3,15,0,-10,-20,0.4,4
CCc1nn(CC(=O)NC(C)CCc2ccccc2)c(=O)c2cc3cc(F)ccc3n12 (configuration not stated),-8,-33,-10,5,-5,9,1,8,-9,-0.7,4

# An excerpt from above in order of molar mass, ascending:
SMILES,KKLEB tox,NR2E3 ag-1,TRPM1 prom inh,HIF-2a block,EBV LMP1 NFkB,Peg3 promoter,NR2E3 ag-2,TRAIL sens C8,Shn3 3UTR inh,iPSC survival up,CF NFkB block
Cc1ccc2nc(CSc3nc(C)ccc3C#N)[nH]c2c1,-10,-148,-5,8,-128,-183,5,46,-32,-2.9,-21
Cc1cc([N+](=O)[O-])ccc1NC(=O)CSc1nccc(=O)[nH]1,-17,-24,4,13,2,5,3,-5,-4,0.1,12
CC(C)(C)C1CCC(=NNC(=O)c2ccc(Br)o2)CC1 (configuration not stated),-1,-54,2,-6,5,-12,4,-18,-10,-0.7,-8
CCCCCCCCS(=O)c1sc2nc3c(cc2c1N)CCCC3 (configuration not stated),0,15,2,8,-3,19,0,-14,22,3.6,2
CC(=O)Nc1cccc(NC(=O)CSc2ncc(C(=O)Nc3ccccc3)c(=O)n2C)c1,3,-18,67*,1,-12,105*,0,14,10,1.0,26

# An excerpt from above with just iPSC survival up:
canonical_smiles	iPSC survival up
CC(Oc1ccc(Cl)cc1)c1ccn[nH]1 (configuration not stated)	-0.9
CCCCCCCCS(=O)c1sc2nc3c(cc2c1N)CCCC3 (configuration not stated)	3.6
